Assay outcomes deposited in PubChem BioAssay by Small Molecule Screening Facility, UW Madison.
SSB-PriA inh = inhibitors of Klebsiella pneumoniae PriA binding to SSB C-terminal tail, primary screen, biochemical, AlphaScreen; 430,000 compounds, 0.6% hits; PriA–SSB C-terminal tail interaction (Klebsiella pneumoniae); inhibition, % at 33 µM; AlphaScreen SSBct-PriA binding, biotinylated peptide; AID 1272365, 2023; in the data active means inhibition mostly above about 37%, no sharp cut-off; inactive means mostly below about 20%;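 further: plate controls were negative control peptide for no effect and reference peptide for full effect; strong numbers were not always called active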
The depositor's hits bear a star; i = inactive; & = joins results of further samples.

SMILES	SSB-PriA inh
COc1ccc(-c2nnc(SCC(=O)Nc3nc(-c4ccccc4)cs3)o2)cc1OC	-4
O=C(Cc1ccccc1Cl)N1CCN(Cc2nc3ccccc3[nH]2)CC1	-10
CCCOc1ccc(S(=O)(=O)N2CCN(C)CC2)cc1	-21&-18
O=C(Cc1ccc(F)cc1)Nc1ccc(CN2CCN(c3ccccn3)CC2)cc1	9
CCN1C(=O)/C(=C\N(C)C)SC1=NS(=O)(=O)c1ccccc1	3&-3
O=C(COc1ccc(-n2cccn2)nn1)Nc1cccnc1	-5
O=C(Nc1cccc(-c2nc3ccccc3s2)c1)c1ccccc1[N+](=O)[O-]	-12
Cc1noc(-c2c(NC(=O)c3cnn(-c4ccccc4)n3)sc3c2CCOC3)n1	-11
Cc1cc2nnc(SCC(=O)Nc3ccccc3C(F)(F)F)n2c2ccccc12	-4
O=C(Cc1cccs1)NN=C/C=C\c1ccccc1[N+](=O)[O-]	-8
O=C(Nc1nc(-c2ccccn2)cs1)c1ccc(F)cc1	107*
COc1ccc(-n2c(=O)c3ccccc3n(CC(=O)NC[C@H]3CCCO3)c2=O)cc1	-10
COC(=O)c1ccc(C(=O)Nc2nc3ccc4sc(C)nc4c3s2)cc1	-15
CC1CCCCN1C(=O)CSc1nnc(COc2ccc(Cl)cc2)o1 (stereo not drawn)	-10
c1ccc2[nH]c(Sc3ncnc4sc5c(c34)CCCC5)nc2c1	-2
Nc1nc(-c2ccccn2)ns1	19
O=C(NCCn1ccc(-c2cccs2)n1)C1(c2ccccc2)CCOCC1	-16
O=C(NCCc1c[nH]c2ccccc12)c1ccc(OCc2nc(-c3ccco3)cs2)cc1	14
CCOC(=O)c1c(N=CN(C)C)sc(C=NNc2ccccc2)c1-c1ccc(Cl)cc1	-28
COC(=O)N1CCC(CNC(=O)C(=O)Nc2ccccc2SC)CC1	-7

Exported comma-delimited: entries from further up.
molecule,SSB-PriA inh
O=C(NCCc1c[nH]c2ccccc12)c1ccc(OCc2nc(-c3ccco3)cs2)cc1,14
COC(=O)c1ccc(C(=O)Nc2nc3ccc4sc(C)nc4c3s2)cc1,-15

Next part:
SMILES	SSB-PriA inh
Cc1cc(C)cc(OCCNC(=O)/C=C/c2ccccc2)c1	-41
CC(C)N1CCC(CNC(=O)C(=O)NCc2ccc(F)cc2)CC1	-2
Cc1ccc2oc(=O)cc(CSc3nc(-c4ccccc4)c4ccccc4n3)c2c1	0
Cc1ccc(C(O)CNC(=O)Nc2ccc(C(F)(F)F)cc2)o1 (stereo not drawn)	-6
COC(=O)c1ccc(NC(=O)C(=O)NCC(c2ccco2)N2CCc3ccccc3C2)cc1 (stereo not drawn)	-18
Cc1occc(=O)c1OC(=O)c1ccc([N+](=O)[O-])cc1	-10
CC(C)CC(=O)Nc1nnc(SCc2ccc(C(F)(F)F)cc2)s1	0
CSc1ccc([C@@H](O)CNC(=O)CSC2CCCC2)cc1	-1
CSc1ccccc1NC(=O)C(=O)NCC[C@H](O)c1ccsc1	-6
O=C(Nc1cccc([N+](=O)[O-])c1)C1=Cc2ccccc2OC1	7
O=C(COc1ccc(Cl)cc1)NCC(O)Cn1ccccc1=O (stereo not drawn)	0
Cc1cccc(C)c1NC(=O)CSc1cc(C)c2ccccc2n1	-20&-13
O=C(c1cc(-c2ccc(F)cc2)c[nH]1)N1CCSC(c2ccccc2)CC1 (stereo not drawn)	0
O=C(C[C@H](NCCc1ccccc1)C(=O)O)Nc1ccc(Nc2ccccc2)cc1	-3
COc1ccc(CCS(=O)(=O)N(Cc2cccn2C)C2CC2)cc1	-7
COc1nn(C)cc1C(=O)N1CCC(C(=O)N2CCN(c3ccc(C(F)(F)F)cn3)CC2)CC1	0
CS(=O)(=O)N1CCC(CNC(=O)c2ccccn2)CC1	-3
O=C(Cn1c(=O)oc2ccccc21)NCCc1nc2c(c(C(F)(F)F)n1)CCCC2	-9
COc1ccc(-n2nnc(C(=O)Nc3ccc(Cl)cc3Cl)c2C)cc1	-4
Cn1cnnc1S(=O)(=O)C1CCN(C(=O)CCc2c(F)cccc2Cl)CC1	-24

Pulled one by one from the list above (seven):
SMILES	SSB-PriA inh
Cc1cccc(C)c1NC(=O)CSc1cc(C)c2ccccc2n1	-20&-13
O=C(COc1ccc(Cl)cc1)NCC(O)Cn1ccccc1=O (stereo not drawn)	0
COc1nn(C)cc1C(=O)N1CCC(C(=O)N2CCN(c3ccc(C(F)(F)F)cn3)CC2)CC1	0
Cn1cnnc1S(=O)(=O)C1CCN(C(=O)CCc2c(F)cccc2Cl)CC1	-24
COc1ccc(CCS(=O)(=O)N(Cc2cccn2C)C2CC2)cc1	-7
O=C(c1cc(-c2ccc(F)cc2)c[nH]1)N1CCSC(c2ccccc2)CC1 (stereo not drawn)	0
CS(=O)(=O)N1CCC(CNC(=O)c2ccccn2)CC1	-3

The list continues:
SMILES	SSB-PriA inh
O=[N+]([O-])c1ccc(Cl)c(C=NN2CCN(Cc3ccc(Cl)cc3)CC2)c1	17
Cc1oc(-c2cccc(Cl)c2)nc1Cn1nnc(C(=O)Nc2ccc(F)c(F)c2)c1C	-20
CC(=O)NC(C(=O)O)c1ccccc1 (stereo not drawn)	-9
O=C(Nc1cccc(-c2cn3c(n2)SCC3)c1)c1cccc2ccccc12	-3
CO[C@@H](CNC(=O)c1ccc2nsnc2c1)c1cccc(F)c1	-13
CCOc1ccc(C(=O)NCCSc2c(C)[nH]c3ccccc23)cc1	-10
CCC(C)Sc1nnc(C)c2cnn(-c3ccccc3)c12 (stereo not drawn)	-5
O=S(=O)(NCC[C@H](O)c1ccc2c(c1)OCO2)c1ccc(N2CCCCS2(=O)=O)cc1	5
CCN(C)c1ccc(C=Nn2nnnc2N)cc1	-8
CC1Cc2ccccc2N1Cc1cc(=O)c(OCC(=O)Nc2cc(C(F)(F)F)ccc2Cl)co1 (stereo not drawn)	4&21
CCN(CC)c1ccc(C=NOCC(=O)N2CCCc3ccccc32)cc1	6
CS(=O)(=O)C1CCN(C(=O)NCCCc2ccccc2)CC1	1
COc1cc(C=NNC(=S)Nc2cccnc2)cc(OC)c1O	3
CCOC(=O)N1CCC(NS(=O)(=O)c2cn(C)c(=O)n(C)c2=O)CC1	-21
Cc1nc(-n2nc(-c3cccs3)cc2NC(=O)c2ccco2)[nH]c(=O)c1C	-1
CCCn1c(=NC(=O)C2CCCCC2)sc2c(C)ccc(OC)c21	-1
CCc1ccccc1NC(=O)CSc1nccn(-c2ccc(F)cc2)c1=O	-8
O=S(=O)(Nc1cnoc1)c1ccc2c(c1)OCCO2	9
CCOc1ccc(CC(=O)NC2(c3nc(-c4ccccc4)no3)CCCCC2)cc1OCC	-3
CCCNC(=O)Cn1nc(-c2ccc(OC)cc2)c2sc(C)nc2c1=O	7
CCOc1ccc(C=NNC(=O)c2ccccc2O)cc1CN1CC2CC(C1)c1cccc(=O)n1C2 (stereo not drawn)	9
O=C(Cc1noc2ccccc12)N1CCc2nc3ccccn3c(=O)c2C1	-12
O=C(CSc1ccccn1)NN=Cc1cccc([N+](=O)[O-])c1	6
C/C(C=NNC(=O)c1nnn(-c2nonc2N)c1C)=C\c1ccccc1	-3
O=C(Nc1nnc(CSc2ccccc2)o1)c1sc2ccccc2c1Cl	-14&10
COc1ccc(CNC(=O)N2CCC(CSc3nccn3C)CC2)cc1OC	2
O=C(NCC1(c2cccs2)CCCC1)c1cccc(C(F)(F)F)c1	-34
COc1cc(C=NNC(=O)c2nonc2N)cc(OC)c1OC	4
Cc1ccc(C)c(S(=O)(=O)N2CCN(Cc3nc(-c4cccs4)cs3)CC2)c1	-3
Cc1ccc(C(=O)NN=C/C=C/c2ccccc2)cc1	-8
Cc1ccc(-c2csc(/C(C#N)=C/Nc3ccc(Cl)c(C(F)(F)F)c3)n2)cc1	-7
CO[C@@]1(CNC(=O)C(=O)Nc2ccc(OC(F)(F)F)cc2)CCSC1	-8
CC(CC(c1ccccc1)c1c(O)c2ccccc2oc1=O)=NNc1ccc([N+](=O)[O-])cc1[N+](=O)[O-] (stereo not drawn)	17
CC(=O)c1cccc(NS(=O)(=O)c2ccc(-c3ccc(C)cc3)cc2)c1	-5
N#Cc1nccnc1O[C@H]1CCCN(C(=O)c2ccc3nc[nH]c3c2)C1	-19
O=C(c1ccccc1Br)N1CCN(c2nnnn2-c2ccccc2)CC1	-9
COC(=O)c1cn(C)c(=O)cc1OC	-4
CN(C)c1cc(N)c2ccccc2n1	-15
Cn1cccc1CN(Cc1cccs1)S(=O)(=O)c1ccc(OC(F)(F)F)cc1	-2
Cc1cc(=O)c2cccc(F)c2[nH]1	-14
O=C1CCc2cc(NS(=O)(=O)Cc3ccccc3Cl)ccc2N1Cc1ccccc1	15
Cc1cccc(NC(=O)CSc2nccc(N3CCCCCC3)n2)c1C	1
CCN(CC)c1ccc(NC(N)=Nc2nc(C(F)(F)F)cc(=O)[nH]2)cc1	-15
O=C(CNC(=O)c1ccc(Br)cc1)NN=Cc1cccnc1	20
Nc1nonc1C(=NO)N1CCN(CCO)CC1	1
CCc1nnc(-c2cc3ccccc3n2CC(=O)N2CCOCC2)o1	-1
COc1ccc(CCNC(=O)CSc2nc(=O)n(Cc3ccco3)c3c2CCC3)cc1	3
C[C@H](Oc1cccc(F)c1)C(=O)Nc1ccccc1-c1cn2ccccc2n1	-5
C(=NN1CCN(Cc2cccc3ccccc23)CC1)c1cccnc1	10
COc1ccc(-c2cc(-c3ccccc3)nc(SCC(=O)Nc3nsc(-c4ccc(Cl)cc4)n3)c2C#N)cc1	-9

Following part:
SMILES	SSB-PriA inh
CCOc1ccc(NC(=S)NNc2nc(N3CCCC3)nc(N3CCCC3)n2)cc1	8
O=C(O)c1ccc(S(=O)(=O)NCc2ccccn2)cc1	-2
Cc1noc(CNC(=O)c2cc3n(n2)CCCO3)n1	-6
COc1ccc(N2CCCS2(=O)=O)cc1NC(=O)C(=O)NCCN1CCOCC1	-35&-4
CCCOc1ccc(S(=O)(=O)Nc2ccc3c(c2)CC(=O)N3CC)cc1C	26
O=c1[nH]c2nc(NCc3cccc(Cl)c3)ncc2c(=O)n1-c1ccccc1F	-6
CC(=NNC(=O)C1(C)CC1(Br)Br)c1ccc(NC(=O)c2ccc(C)o2)cc1 (stereo not drawn)	-4
Cc1cc(=O)n2c(-c3cccc(NC(=O)c4cccnc4)c3)csc2n1	-5
COc1ccc(-c2csc(/C(C#N)=C/Nc3ccc(Br)cc3C)n2)cc1OC	1
O=C(CCc1ccccc1)N1CCN(c2ccc(N3CCCCC3)nn2)CC1	-11

Single values from the results shown:
Value of Cc1cc(=O)n2c(-c3cccc(NC(=O)c4cccnc4)c3)csc2n1 under SSB-PriA inh: -5
Value of CC(=NNC(=O)C1(C)CC1(Br)Br)c1ccc(NC(=O)c2ccc(C)o2)cc1 (stereo not drawn) under SSB-PriA inh: -4
Value of O=C(CCc1ccccc1)N1CCN(c2ccc(N3CCCCC3)nn2)CC1 under SSB-PriA inh: -11
Value of O=C(O)c1ccc(S(=O)(=O)NCc2ccccn2)cc1 under SSB-PriA inh: -2
Value of O=c1[nH]c2nc(NCc3cccc(Cl)c3)ncc2c(=O)n1-c1ccccc1F under SSB-PriA inh: -6
Value of COc1ccc(N2CCCS2(=O)=O)cc1NC(=O)C(=O)NCCN1CCOCC1 under SSB-PriA inh: -35&-4

Two entries from above, field by field.
canonical_smiles: CCOc1ccc(NC(=S)NNc2nc(N3CCCC3)nc(N3CCCC3)n2)cc1
  SSB-PriA inh: 8
canonical_smiles: O=C(O)c1ccc(S(=O)(=O)NCc2ccccn2)cc1
  SSB-PriA inh: -2

(listing goes on)
SMILES	SSB-PriA inh
CN(C)CCSc1nc2ccccc2[nH]1	-20
S=C(NCc1ccccc1)N/N=C/c1ccccn1	i
Cc1ccc2nc(N(CCN3CCOCC3)C(=O)c3ccco3)sc2c1	-14
Cn1c(=NC(=O)CCCS(=O)(=O)c2ccc(F)cc2)sc2cc3c(cc21)OCCO3	-21
O=C(c1ccc(=O)n(Cc2cccc(F)c2)n1)N1CCN(C(=O)c2ccco2)CC1	-6
CCOC(=O)c1cnc(N=CN(C)C)s1	-4
CCC(C(=O)NCCNC(=O)c1ccc(NC(=O)c2ccc(F)cc2)cc1)c1ccccc1 (stereo not drawn)	-4
O=C(c1ccc2nsnc2c1)N1CCC(CSC2=NCCS2)CC1	3
COc1cccc(/C=C2/SC(=O)NC2=O)c1OC	7
O=C(O)C1CC(=O)N(c2ccccc2Cl)C1 (stereo not drawn)	-5
O=C(Nc1ccc(F)cc1Cl)c1cn[nH]n1	-5
COc1ccc(N2CCN(CCNC(=O)C(=O)Nc3ccccc3SC)CC2)cc1	-16
CCOc1ccc(-c2cc(=O)n(Cc3cccc(F)c3)cn2)cc1	0
N#Cc1ccc(NC(=O)CSc2n[nH]c(=O)c3cc(-c4ccco4)nn23)cc1	-10
O=S(=O)(Nc1ccc(-c2ccc(NS(=O)(=O)c3ccc(Br)cc3)cc2)cc1)c1ccc(Br)cc1	4
Cn1ccnc1SC(C(=O)Nc1ccccc1)C(=O)Nc1ccccc1	-4
O=S(=O)(NCCOc1ccccc1)c1ccc(Cl)s1	-19
COc1ccc(-c2ccc(N3CCC(C(=O)N4CCN(C)CC4)CC3)nn2)cc1	-12
Cc1cc(NC(=O)Cc2cccs2)n(-c2nc3c(cnn3-c3cccc(C)c3C)c(=O)[nH]2)n1	1
Cn1cccc1-c1noc(CNC(=O)c2cnn(-c3ccccc3)n2)n1	3
CC(C)CCn1c(SCc2nc(-c3ccccc3)no2)nc2cc3c(cc2c1=O)OCO3	-1
CCCS(=O)(=O)c1ccc(NCc2ccccc2OC)nn1	-13&-2
Cc1nnsc1C(=O)N1CCC(CNS(=O)(=O)c2cn(C)cn2)CC1	-3
O=C(CN1CCSCC1)NN=Cc1cccc(Cl)c1	-8
O=C1c2cccc3cc([N+](=O)[O-])cc(c23)C(=O)N1N=Cc1ccc(O)cc1O	-2
O=C(CC1S/C(=N\N=C/c2ccco2)NC1=O)c1ccccc1 (stereo not drawn)	2
CC(C)(C)c1csc(NC(=O)CSc2ccc(F)cc2)n1	-20
O=C1C=CC(=NS(=O)(=O)c2cc([N+](=O)[O-])ccc2Cl)C=C1	25
CN(C)S(=O)(=O)N1CCN(c2nc(-c3ccsc3)cs2)CC1	-3

Not all compounds are listed; the hit share may differ from the screen's.
